# High-throughput results from PubChem BioAssay.
# D2 potentiator – positively modulates the human D2 dopamine receptor allosterically. 340,000 tested, 0.34% active. P14416. HEK293 T-REx D2, calcium flux, EC20 dopamine potentiation. AID 485347. potentiation, % at 10 µM;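 active = potentiation over 3 SD above the plate norm, cut at about 30% in these data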; also: 0% is about no effect
#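 Cells plated with tetracycline inducer and held overnight at 30 C; calcium dye loaded 30–90 min at room temperature; baseline taken, compound added and read 180 s; EC20 dopamine then added and read 180 s.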
# TRHR PAM – allosteric enhancers of human TRH receptor; TRHR cells, fluo-8 calcium fluorescence, EC20 TRH enhancement; enhancement, % at 2 µM; 360,000 tested, 0.66% active; AID 493056; P34981; in the data active = enhancement above about 30%; also: 0% is about no effect
#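 Enhancer read-out: after compound pinning and an initial kinetic agonist-mode read, an EC20 of TRH (10 nM final) was injected and fluo-8 calcium signal (Ex 480/Em 530) followed at 1 s/cycle for 100 cycles in TRHR-expressing cells.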
# D1 PAM – enhances dopamine response at the human D1 receptor. potentiation, % at 10 µM. P21728. 360,000 tested, 0.036% active. HEK293 TREx D1 cells, calcium flux, dopamine EC20 potentiation. AID 504651; in the data active = potentiation above about 30%; also: 0% is about no effect
# D2 antag – antagonists of human D2 dopamine receptor; P14416; HEK293 TREx D2 cells, calcium flux, dopamine EC80; inhibition, % at 10 µM; 340,000 tested, 2% active; in the data active = inhibition above about 30%; also: 0% is about no effect
#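 Calcium flux kinetic readout in an inducible HEK293 TREx D2 line plated overnight at 30 C. After 180 s compound exposure, an EC80 dopamine challenge follows with another 180 s kinetic read to detect antagonism.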
# D1 ag – human D1 receptor agonism | P21728 | HEK293 T-REx D1 cells, calcium flux, agonist mode | activation, % at 2 µM | 360,000 tested, 1% active; also: 0% is about no effect
#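 Inducible HEK293 T-REx D1 cells, force-coupled to calcium signalling, were plated at 4000 cells/well with tetracycline and held overnight at 30 C. After no-wash calcium dye loading, compound-evoked calcium rise over 180 s flagged agonists.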
# D1 antagonist – blocks dopamine activation of the human D1 receptor; HEK293 TREx D1 cells, calcium flux, dopamine EC80; stronger effect = lower value; 360,000 tested, 3.2% active; AID 504652; activity change, negative = inhibition, % at 10 µM; in the data active = activity change below about -30%; also: % is scaled to controls: 0 for no effect and ±100 for the full control effect
#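 Tetracycline-induced HEK293 Trex D1 cells, force-coupled to calcium, dye-loaded; compounds added and read 180 s, then EC80 dopamine added and calcium flux tracked kinetically another 180 s.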
# TRHR agonist – TRH receptor (human) agonism; P34981; activation, % at 2 µM; TRHR cells, calcium flux fluo-8, FDSS agonist mode; 360,000 tested, 0.18% active; also: 0% is about no effect
#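 TRHR-expressing cells, plated overnight in medium with 10% serum, were loaded with fluo-8 calcium dye at room temperature. After a 10 s baseline, library compound was pin-added and calcium release was recorded kinetically (ex 480/em 530) as agonist response.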
# RXFP1 antagonist – antagonists of human relaxin receptor RXFP1. HEK293-RXFP1, relaxin-stimulated cAMP HTRF, 30 min; stronger effect = lower value. activity change, negative = inhibition, % at 57.5 µM. 350,000 tested, 0.59% active;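 active = activity change of -60% or lower, but not beyond a set lower limit; inconclusive = change between -60% and -40%, or beyond the set limit; inactive = change above -40%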; also: % is scaled to controls: 0 for no effect and ±100 for the full control effect
# Target sequence (Q9HBX9 whole entry, looked up): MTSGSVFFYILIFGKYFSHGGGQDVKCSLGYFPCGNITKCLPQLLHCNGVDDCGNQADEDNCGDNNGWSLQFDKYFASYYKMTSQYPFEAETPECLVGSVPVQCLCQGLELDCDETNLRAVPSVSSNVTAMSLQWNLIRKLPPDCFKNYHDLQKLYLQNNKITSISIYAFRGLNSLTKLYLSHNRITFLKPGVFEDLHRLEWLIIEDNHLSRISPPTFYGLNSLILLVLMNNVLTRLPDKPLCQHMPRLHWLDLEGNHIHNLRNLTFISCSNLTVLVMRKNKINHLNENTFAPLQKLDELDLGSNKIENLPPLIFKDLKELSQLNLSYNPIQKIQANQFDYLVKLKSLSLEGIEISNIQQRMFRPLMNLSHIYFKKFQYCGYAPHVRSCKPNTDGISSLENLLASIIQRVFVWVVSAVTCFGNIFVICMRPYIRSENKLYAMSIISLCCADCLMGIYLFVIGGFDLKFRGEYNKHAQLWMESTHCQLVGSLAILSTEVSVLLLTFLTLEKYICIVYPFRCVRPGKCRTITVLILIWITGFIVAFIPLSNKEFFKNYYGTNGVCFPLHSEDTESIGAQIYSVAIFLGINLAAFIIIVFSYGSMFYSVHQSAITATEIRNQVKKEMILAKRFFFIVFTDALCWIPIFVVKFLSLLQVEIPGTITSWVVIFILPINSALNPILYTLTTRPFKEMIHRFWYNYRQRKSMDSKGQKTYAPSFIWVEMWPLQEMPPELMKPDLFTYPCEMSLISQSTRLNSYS
# D2 agonist – D2 dopamine receptor (human) agonism. 340,000 tested, 0.53% active. P14416. HEK293 T-REx D2 cells, calcium flux agonist mode. AID 485358. activation, % at 2 µM;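 active = activation over 3 SD above normal in the single-dose calcium agonist read, cut at about 30% in these data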; also: 0% is about no effect
#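 In this primary screen, compounds producing a positive calcium signal within 180 s of addition to tetracycline-induced, force-coupled HEK293 Trex D2 cells are flagged; cells are dye-loaded with a no-wash calcium kit beforehand.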
# * hit, by the source's call; ? = inconclusive; · = no result given; & = joins results of further samples. Rule as the data show it, unless noted: active = activation above about 30%; inactive = the rest. Rows were taken by chance; about 7.1% have a hit in one of these screens.
smiles	D2 potentiator	RXFP1 antagonist	D1 ag	TRHR agonist	D1 PAM	TRHR PAM	D2 antag	D1 antagonist	D2 agonist
CCOC(=O)c1c(NC(=O)c2ccc(S(=O)(=O)N(C)CC3CCCO3)cc2)sc2c1CC(C)(C)NC2(C)C (centres undefined)	13	0	-1	0.3	-3	-2	-1	-3	-0.6
Cc1nn(-c2nnc(NCc3ccccc3)nn2)c(C)c1Br	20	-6	6	0.0	-8	1	4	18	0.4
COc1cc(NC(=O)CCC(=O)O)nc(OC)n1	9	17	0	0.7	-1	-1	-8	11	1.7
COc1ccc(-c2cc(C(=O)Nc3sc4c(c3C(N)=O)CCC(C)C4)no2)cc1 (centres undefined)	-15	-4	2	1.5	-2	-5	·	-8	0.9
CC(=O)Nc1ccc(NC(=O)Oc2ccccc2)cc1	-1	-4	5	0.9	7	-3	-2	-11	0.2
COc1cc(OC)c(N2CC(C(=O)Nc3cc(Cl)ccc3N3CCOCC3)CC2=O)cc1Cl (centres undefined)	9	-2	6	1.6	-3	19	-13	-18	1.0
NS(=O)(=O)c1ccc(NC(=O)CSc2ccc3ccccc3n2)cc1	4&3	8&34	6&13	-0.6&0.1	-6&-5	0&11	-4	-3&-12	0.7&-1.4
CC(Oc1ccc(Cl)cc1Cl)c1ccnc(N)n1 (centres undefined)	6	-7	2	-1.0	8	-6	-6	-2	-0.9
COCCNC(=S)N/N=C/c1ccc([N+](=O)[O-])cc1	0	4	1	0.4	1	-3	-18	3	0.3
CCc1ccccc1NC(=O)C1(S(=O)(=O)c2ccc(Cl)cc2)CC1	-1	-2	0	-2.3	2	-2	·	3	-1.0

# 6 of the entries above in order of the RXFP1 antagonist value, high to low:
SMILES | RXFP1 antagonist
COc1cc(NC(=O)CCC(=O)O)nc(OC)n1 | 17
COCCNC(=S)N/N=C/c1ccc([N+](=O)[O-])cc1 | 4
CCOC(=O)c1c(NC(=O)c2ccc(S(=O)(=O)N(C)CC3CCCO3)cc2)sc2c1CC(C)(C)NC2(C)C (centres undefined) | 0
CCc1ccccc1NC(=O)C1(S(=O)(=O)c2ccc(Cl)cc2)CC1 | -2
CC(=O)Nc1ccc(NC(=O)Oc2ccccc2)cc1 | -4
Cc1nn(-c2nnc(NCc3ccccc3)nn2)c(C)c1Br | -6

# Further results follow.
smiles	D2 potentiator	RXFP1 antagonist	D1 ag	TRHR agonist	D1 PAM	TRHR PAM	D2 antag	D1 antagonist	D2 agonist
Brc1cccc(-c2nnc3n2CCCCC3)c1	2	-4	2	-0.8	-1	3	-12	-10	0.1
O=C(Nc1ccccc1Cl)c1ccc(Cl)cc1Cl	5	4	5	-0.5	5	-9	-2	-11	1.6
CC1CCC2C(=O)N(c3cc(Cl)ccc3OC(=O)c3ccco3)C(=O)C2C1 (centres undefined)	-7	18	2	-0.8	-6	-2	1	4	0.4
N#Cc1ccccc1NC(=O)COC(=O)COc1ccccc1[N+](=O)[O-]	4	-11	5	0.3	-11	-5	-17	-18	0.1
Cn1cc(CN2CCN(CC(C)(C)C)C(CCO)C2)c2ccccc21 (centres undefined)	1	1	6	1.1	-4	-2	7	-7	0.7
CN(C)CCC(O)(c1ccccc1)c1ccccc1	15	5	2	0.1	-4	1	0	10	0.6
COc1ccc(C(=O)Nc2cc(C)on2)cc1OC	1	9	1	0.2	-5	15	-5	-11	0.7
COc1ccc(/C=N/n2cnnc2)cc1Oc1nc(Cl)ncc1F	21	-8	2	0.4	0	9	0	1	0.5
Cc1ccc(NC2CCCN(C(=O)c3ccoc3C)C2)cc1C (centres undefined)	-3	-8	1	-0.5	-2	2	1	8	-0.4
Cc1ccc2cccc(OCc3nnc(SCC(=O)O)n3C)c2n1	3	-1	0	0.6	-3	-3	4	-23	-0.2
O=C(O)c1ccc(-c2ccc(OS(=O)(=O)c3ccccc3F)cc2)cc1	4	-10	6	0.5	-5	-5	18	17	0.1
COc1ccccc1Nc1nc(-c2c(C)nc3ncccn23)cs1	7	-26	4	-0.8	3	-4	-26	6	-0.3
O=C(NCc1ccccc1)C(c1cccnc1)N(Cc1ccco1)C(=O)c1ccccn1 (centres undefined)	5	2	1	-0.3	7	12	-17	-5	-0.7
Cc1ccc(Cl)cc1NC(=O)C1CCCN(S(C)(=O)=O)C1 (centres undefined)	2	-1	1	0.4	-1	-1	·	-1	·
Cc1ccccc1C(=O)N1CCC(C(=O)Nc2ccc(C)c(S(=O)(=O)N3CCCCC3)c2)CC1	0	2	3	0.6	-3	2	-10	-5	0.5
CN(C)Cc1c(C(=O)N/N=C/c2ccc(-c3ccccc3)cc2)nnn1-c1nonc1N	-4	10	3	-0.2	-6	-1	3	-8	0.0
Cc1cccc(NC(=O)CSc2nnc(C3CC3)n2CC2CCCO2)c1 (centres undefined)	13	-2	2	-0.7	-2	4	-5	3	-0.2
Cc1c(O)c(S(=O)c2ccccc2)c(=O)n(-c2ccccc2)c1-c1ccccc1 (centres undefined)	2	·	4	0.8	-2	32*	-5	1	0.7
Cc1ccc2cc(CN(c3ccccc3C)S(=O)(=O)c3ccccc3)c(=O)[nH]c2c1	11	10	2	0.1	-1	8	-2	13	0.1
CCCOc1ccc(C2/C(=C(\O)c3c(C)[nH]c(C(=O)OC)c3C)C(=O)C(=O)N2CCN(C)C)cc1 (centres undefined)	1	1	1	0.7	-3	-9	-11	-1	0.1

# 3 entries out of the list, arranged by SMILES length, high to low:
smiles	D2 potentiator	RXFP1 antagonist	D1 ag	TRHR agonist	D1 PAM	TRHR PAM	D2 antag	D1 antagonist	D2 agonist
Cc1c(O)c(S(=O)c2ccccc2)c(=O)n(-c2ccccc2)c1-c1ccccc1 (centres undefined)	2	·	4	0.8	-2	32*	-5	1	0.7
Cc1ccc(Cl)cc1NC(=O)C1CCCN(S(C)(=O)=O)C1 (centres undefined)	2	-1	1	0.4	-1	-1	·	-1	·
Cc1nn(-c2nnc(NCc3ccccc3)nn2)c(C)c1Br	20	-6	6	0.0	-8	1	4	18	0.4

# Remaining list, next part:
smiles	D2 potentiator	RXFP1 antagonist	D1 ag	TRHR agonist	D1 PAM	TRHR PAM	D2 antag	D1 antagonist	D2 agonist
C/C(N)=C(/C#N)C(=O)CSc1nc2cc(Cl)ccc2c(=O)n1Cc1ccco1	6	1	4	0.8	-10	7	9	-17	1.1
CCc1ccc(NC(=O)CSc2nc3ccccc3nc2N2CCCCC2)cc1	17	-9	3	0.5	6	4	-20	38	0.3
CC(=O)c1cc(F)ccc1OCC(=O)N1CCCc2ccccc21	-4	-8	0	-0.1	-1	4	-1	-4	-0.1
CC1CCN(C(=O)Cn2cc(SCc3cccc(F)c3)c3ccccc32)CC1	1	?	2	0.5	-7	-3	·	7	1.0
Cc1ccc(NCc2nc(SCC(=O)Nc3ccccc3)n[nH]2)cc1	·	-9	1	-0.4	-4	3	·	-11	·
COc1cccc(-c2noc(N)c2C#N)c1	3	13	5	-0.9	-3	19	-1	0	-0.1
CCO[C@@H]1OC(C(=O)Nc2ccccc2)=C[C@H](c2ccc(C(F)(F)F)cc2)[C@H]1CCCO	-3	·	-1	1.4	0	6	3	-9	0.7
Cc1ccc(CN(C(=O)c2c(F)cccc2F)C2CC(C)(C)NC(C)(C)C2)o1	-2	-18	3	0.7	0	4	4	4	0.5
CCOC(=O)N1CCN(C(=O)c2ccc(CN(c3ccc(C)c(C)c3)S(C)(=O)=O)cc2)CC1	1	-13	-1	-1.5	-5	-5	7	-3	0.0
CCCCn1c(N)c(N(CCC(C)C)C(=O)CC2CCCCC2)c(=O)[nH]c1=O	-7	-14	0	1.3	-1	12	-2	2	1.6
COc1ccc(N2CC3=C(C2=O)C(c2ccc(O)c(OC)c2)NC(=O)N3C)cc1 (centres undefined)	-6	·	0	-0.8	-1	-4	·	2	0.0
CC(C(=O)N(C)C1CCS(=O)(=O)C1)N1C(=O)/C(=C/c2ccco2)SC1=S (centres undefined)	4	-17	1	0.4	-6	-8	8	-6	0.9
COc1ccc2cc3c(N)nn(C(=O)c4ccccc4[N+](=O)[O-])c3nc2c1	-2	-23	1	0.0	-9	3	-31	5	2.8
CCCCN(C(=O)C1CC(=O)N(c2ccc(CC)cc2)C1)c1c(N)n(CCC)c(=O)[nH]c1=O (centres undefined)	-7	-11	3	0.3	-2	-1	18	6	0.0
COc1ccc(C2=NN(C(N)=S)C(c3ccco3)C2)cc1 (centres undefined)	2	-6	0	-0.8	-2	4	4	16	0.0
CCNC(=O)CC1C(=O)N(CC)C(=S)N1NC(=O)c1cccnc1 (centres undefined)	·	4	0	0.7	-2	0	1	-12	-0.5
C/C(=N\NC(=O)c1c(Cl)cnn1C)c1cccc(NC(=O)C(C)C)c1	7	-12	1	0.3	-1	-1	13	17	0.4
COc1cccc(CNC(=O)COc2cc(=O)n(C)c3ccccc23)c1	3	·	1	-0.4	-4	2	·	2	-0.1
CCOc1cc(/C=N/n2c(COc3ccccc3)n[nH]c2=S)ccc1O	8	0	102*	-0.3	-4	6	8	0	0.9
C=CCn1c(=O)c(C(=O)NCCNCC)c(O)c2ccccc21	17	-9	1	1.1	5	24	4	-6	1.0
CCC1CC2CC(NC(C)=O)C1C2 (centres undefined)	15	-2	1	0.6	3	7	-10	-2	0.2
CC(C)CNC(=S)N1CCC(c2nc(-c3ccc(F)cc3)no2)CC1	4	-16	19	-0.2	-8	-6	6	-34*	1.9
CC(=O)c1sc(NC(=O)C2COc3ccccc3O2)nc1C (centres undefined)	11	5	0	0.0	0	-3	0	-1	0.6
Cc1ccc(/C=C/c2onc(C)c2S(=O)(=O)N2CCC(C(=O)NCc3ccco3)CC2)cc1	7	·	10	0.9	-2	8	·	-14	1.7
CCOC(=O)c1ccc(S(=O)(=O)NCC(C)(C)N2CCOCC2)cc1	·	5	1	-0.2	-8	13	·	-2	·
CCOC(=O)N1CCN(c2cc(=O)n(-c3ccc(C)cc3)c(=O)[nH]2)CC1	-7	8	2	0.3	0	-4	3	-4	0.8
COC(=O)c1cc(C)sc1NC(=O)C1CC=CCC1C(=O)O (centres undefined)	6	0	4	-0.9	-7	-2	-19	-4	-0.7
CN1CCN(C(c2ccc(C(F)(F)F)cc2)c2cc(Cl)c3cccnc3c2O)CC1 (centres undefined)	-5	·	14	3.5	9	11	3	-4	2.0
CCN1CCN(C(=O)c2cnn(-c3ccc(F)cc3)c2-n2cccc2)CC1	-16	·	2	-1.1	0	8	·	-16	-2.2
COc1ccc(/C=C/C(=O)Nc2ccc(N3CCOCC3)cc2)cc1	13	-1	1	0.8	-1	17	0	-19	1.7
CC1=C(C(=O)NCc2ccc(Cl)cc2)C2(CCCCCC2)OC1=O	1	-17	45*	-0.5	4	5	·	8	-0.5
CC1Cc2ccccc2N1CC(=O)Nc1ccc2c(c1)OCO2 (centres undefined)	-1	-2	1	-0.3	-1	-5	-10	-1	0.8
CCCCCn1c(C(Cc2ccccc2)NC(=O)COC)nc2ccccc21 (centres undefined)	5	2	-1	-0.1	-6	-8	-15	-10	-0.1
C=CCc1ccc(OCc2ccc(C(=O)O)o2)c(OC)c1	15	13	5	-0.2	-3	-1	-13	0	0.0
CCC(C)c1ccccc1NC(=O)COC(=O)CCc1cc(OC)c(OC)c(OC)c1 (centres undefined)	10	18	5	-0.7	16	-5	2	9	0.1
